Ec RNAP inh: blocks E. coli RNA polymerase transcription. fluorescence transcription assay. P0A8V2. actives 0.2% (n = 62,000). inhibition, %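 (tested at 10 µM)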; in the data active = inhibition above about 20%;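 note: 0% = enzyme without compound and 100% = no enzyme blank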
M1 antag: M1 muscarinic receptor (rat) antagonism | P08482 | CHO-M1 cells, Fluo-4 calcium, ACh EC80 antagonist mode; active compounds read low | B-score at 10 µM | actives 3.4% (n = 64,000);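 active = calcium fluorescence response, raw or row-and-column corrected B-score, differing from the plate sample mean either way at a set confidence level, mostly lower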
HEK293 NFkB inh: lowers PMA/ionomycin-induced NF-kB signal in HEK293 cells | HEK-293 NF-kB luciferase reporter, luminescence | inhibition, % at 3 µM | actives 0.21% (n = 62,000);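 active = inhibition above the mean of all tested compounds plus 3 SD, cut at about 40% in these data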;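 note: 0% = stimulated DMSO wells and 100% = 10 µM reference inhibitor 5653914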
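System – HEK-293 cells with stable firefly luciferase reporter driven by four HIV NF-kB elements · Doses – one dose, 3 µM · Schedule – 1 h compound pre-incubation, 16 h PMA/ionomycin at 37 °C · Technique – luminescence from luciferase substrate reagent · Measure – percent inhibition normalized per plate to DMSO and reference-inhibitor controls · Replicates – tested once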
D1 allo mod: allosterically modulates the human D1 dopamine receptor. HEK293 D1, CRE-luciferase, dopamine EC30 potentiation; actives deviate in either direction. B-score at 10 µM. actives 5.9% (n = 58,000). AID 641;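 active = luminescence count or its row- and column-corrected plate score outside the 99.7% band of the plate's sample wells, on either side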
S1P3 agonist: activates the human S1P3 receptor. actives 0.1% (n = 60,000). Q99500. activation, % at 4.5 µM. S1P3 NFAT-BLA reporter cells, agonism, FRET ratio; relative to 1 µM S1P, basal subtracted. AID 373;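 active = activation above the screen-wide mean plus 3 SD, cut at about 4.5% in these data, passing the limit was not always enough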; note: some compounds called inactive have numbers as strong as hits
Target sequence (Q99500 whole entry, looked up): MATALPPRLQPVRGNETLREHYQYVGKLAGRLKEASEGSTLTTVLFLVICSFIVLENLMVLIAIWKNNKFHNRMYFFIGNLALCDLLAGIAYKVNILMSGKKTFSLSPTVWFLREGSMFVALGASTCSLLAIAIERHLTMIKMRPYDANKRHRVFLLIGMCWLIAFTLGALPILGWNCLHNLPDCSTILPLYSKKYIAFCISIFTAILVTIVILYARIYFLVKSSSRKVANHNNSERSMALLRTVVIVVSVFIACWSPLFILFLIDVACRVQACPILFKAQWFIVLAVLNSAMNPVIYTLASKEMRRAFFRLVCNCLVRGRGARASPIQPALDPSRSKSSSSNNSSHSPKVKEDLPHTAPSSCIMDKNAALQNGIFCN
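Measure – % activation relative to 1 µM S1P (100%), per plate · System – stable CHO line with human S1P3, Gα16, NFAT-BLA reporter · Timing – cells plated overnight, compound 4 h 37 °C, substrate 2 h RT · Technique – fluorescent BLA substrate, ex 405 nm, em 460/535 nm ratio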
M1 ag: activates the M1 muscarinic receptor; B-score at 10 µM; actives 3% (n = 64,000); CHO-M1 cells, Fluo-4 calcium fluorescence, agonist mode; active compounds read high;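 active = fluorescence rise, raw or as B-score row- and column-corrected plate score, outside the 99.7% band of its plate's samples, either direction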
Jurkat viability: reduces viability or proliferation of Jurkat cells | Jurkat E6.1 viability, ATP luminescence, 48 h | inhibition, % at 4 µM | actives 1.2% (n = 56,000) | AID 463;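 active = inhibition above the mean inhibition of all tested compounds plus 3 SD, cut at about 28% in these data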
S1P1 ag pot: S1P1 (human) agonism or agonism potentiation | actives 0.57% (n = 56,000) | P21453 | S1P1 CRE-bla cells, forskolin, beta-lactamase FRET, potentiator mode; S1P1 agonist co-added at EC20, 2 nM; 100% = saturating reference agonist, 0% = basal | activation, % at 9.5 µM;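 active = activation above a cutoff set at the mean activation of all tested compounds plus 3 SD, cut at about 54% in these data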;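 note: forskolin at 4 µM as EC80 and the EC20 agonist is SEW2871; 100% = SEW2871 at its EC100 plus forskolin at EC80; some compounds past the cut are filed as inactive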
TNAP act mid DEA: activators of human TNAP at intermediate phosphate acceptor; purified TNAP, CDP-star luminescence, 100 mM DEA, 30 min; active compounds read high; scale: 0 levamisole-inhibited, 1 vehicle-only enzyme; 64,000 tested, under 10 active; P05186; activation factor at 20 µM;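 active = activation factor of at least 2 at 20 µM, relative to controls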
Target sequence (P05186 whole entry, looked up): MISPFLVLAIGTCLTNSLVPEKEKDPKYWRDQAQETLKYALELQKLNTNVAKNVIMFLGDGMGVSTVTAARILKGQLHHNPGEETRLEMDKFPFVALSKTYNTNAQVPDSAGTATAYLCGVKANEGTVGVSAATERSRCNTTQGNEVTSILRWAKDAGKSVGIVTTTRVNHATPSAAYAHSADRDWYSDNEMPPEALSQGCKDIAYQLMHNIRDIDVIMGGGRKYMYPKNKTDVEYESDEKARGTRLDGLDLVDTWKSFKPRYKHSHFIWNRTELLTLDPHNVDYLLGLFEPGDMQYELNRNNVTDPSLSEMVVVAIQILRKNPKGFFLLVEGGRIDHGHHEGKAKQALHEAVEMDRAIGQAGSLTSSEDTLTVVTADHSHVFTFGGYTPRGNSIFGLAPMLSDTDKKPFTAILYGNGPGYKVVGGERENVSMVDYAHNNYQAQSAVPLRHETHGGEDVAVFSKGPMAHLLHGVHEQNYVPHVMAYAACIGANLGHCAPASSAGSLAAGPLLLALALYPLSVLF
Starred values were filed as active, the others as inactive; / = not tested or not shown.

SMILES	Ec RNAP inh	M1 antag	HEK293 NFkB inh	D1 allo mod	S1P3 agonist	M1 ag	Jurkat viability	S1P1 ag pot	TNAP act mid DEA
Cc1ccc(-n2c(SCC(=O)Nc3ccc4c(c3)OCO4)nnc2-c2cccs2)cc1	5.0	-0.272	-20.7	0.721	-1.0	0.714	5.8	/	1
O=C(c1ccc(Br)o1)N1CCN(Cc2ccc3c(c2)OCO3)CC1	4.8	0.624	15.7	-1.59	-0.5	-2.01	4.2	13.7	1
COc1ccc(N(Cc2cc3ccccc3[nH]c2=O)C(=O)C2CCCO2)cc1 (configuration not stated)	8.3	0.226	-11.7	-1.01	-0.1	-0.692	-9.1	2.3	0.9
COc1ccc2c(c1)c(C(=O)CN1CCOCC1)c(C)n2C	-4.1	-0.911	/	/	-3.1	-0.438	/	-4.6	0.9
CCCCn1c(SCC(=O)NCCc2ccc(OC)c(OC)c2)nc2c1c(=O)n(C)c(=O)n2C	4.8	0.323	-5.1	0.0783	-0.5	0.299	-0.8	-28.4	0.9
O=C(CSc1nnnn1C1CCCCC1)NCc1ccc2c(c1)OCO2	1.0	0.0304	1.9	-0.499	0.1	0.0214	1.8	-29.0	1
Cc1ccc(NC(=O)CSc2n[nH]c(-c3ccncc3)n2)cc1C	/	-0.0581	4.3	/	-0.9	-1.03	2.6	-4.4	/
CC(C)n1c(NCc2c[nH]c3ccccc23)nc2ccccc21	7.0	-0.546	6.9	-1.61	0.1	-1.16	-5.7	15.7	0.8
COc1ccc(C(=O)Nc2ccccc2)cc1S(=O)(=O)Nc1cc(C)on1	10.1	-0.464	22.7	0.159	-1.5	0	14.2	1.9	1
Nc1ccc(S(=O)(=O)Nc2ccc(S(N)(=O)=O)cc2)cc1	8.6	0.221	11.1	0.114	0.6	-0.853	-4.5	-6.6	0.9
CCCNS(=O)(=O)c1ccc(CCC(=O)NCc2ccco2)cc1	3.7	0.365	10.6	/	-0.5	1.44	-3.7	9.5	1
COc1cc(C)c(Cl)c(C)c1S(=O)(=O)NCc1ccc2c(c1)OCO2	0.2	0.618	12.1	-0.0427	-0.3	-0.203	0.4	/	0.9
O=c1[nH]c(=O)n(CCO)c2nnn(Cc3ccccc3)c12	9.8	-3.3*	6.5	/	-0.3	-1.29	2.7	-14.1	0.9
O=C(O)C1Nc2c(O)cccc2C2C=CCC12 (configuration not stated)	13.6	/	10.4	-0.0652	-0.6	/	2.9	-11.6	0.6
COc1ccc(CNC(=O)c2cc(-c3ccccc3OC)on2)cc1	3.1	0.724	10.5	-0.481	-1.1	1.03	3.5	-7.5	1
O=S1(=O)N=C(Nc2ccc(O)c(CN3CCCCC3)c2)c2ccccc21	6.1	-0.00309	-3.1	/	-0.5	1.08	0.6	-9.0	1
CCOC(=O)c1ccc2[nH]cc(C(C)=O)c(=O)c2c1	4.9	1.51	4.1	0.861	/	2.41	/	/	0.9
COc1cccc(C2C(C(=O)NCc3ccccc3)=C(C)Nc3ncnn32)c1 (configuration not stated)	2.6	0.0568	3.3	-0.693	-0.7	0.449	-3.3	-5.7	0.9
O=C1CCC(=O)N1CCC(c1ccc(F)cc1)c1ccco1 (configuration not stated)	1.1	-0.629	16.5	0.387	-0.4	-1.36	5.3	-11.7	1
O=C(Nc1ccc(S(=O)(=O)N2CCCCCC2)cc1)c1ccco1	8.5	-0.088	5.7	0.0154	-1.9	-0.846	3.9	-2.8	0.9
CC(C)(C)c1csc(NC(=O)Cn2cnc3ccccc3c2=O)n1	9.5	-0.532	13.0	-0.0758	-0.5	2.45	2.2	-54.1	0.9
COc1nc(-c2ccccc2)ccc1-c1noc(-c2ccco2)n1	11.4	0.145	-22.9	0.0269	-1.0	-1.06	-8.1	38.0	0.9
O=C(NCCCN1CCOCC1)c1cccs1	8.6	0	-8.0	0.0575	0.5	0.803	-4.8	/	0.8
O=C1c2oc3ccccc3c(=O)c2C(c2cccc(Br)c2)N1Cc1ccco1 (configuration not stated)	0.1	-0.493	2.5	0.961	-0.4	0.864	-1.4	-7.2	1.1
O=C(COC(=O)c1ccc2c(c1)OCO2)NC1CCS(=O)(=O)C1 (configuration not stated)	4.9	-0.0335	-1.5	/	0.7	-0.803	-1.6	12.4	0.9

Rewritten field by field: 2 of the compounds above.
> CCCNS(=O)(=O)c1ccc(CCC(=O)NCc2ccco2)cc1
  Ec RNAP inh: 3.7	M1 antag: 0.365	HEK293 NFkB inh: 10.6	D1 allo mod: /	S1P3 agonist: -0.5	M1 ag: 1.44	Jurkat viability: -3.7	S1P1 ag pot: 9.5	TNAP act mid DEA: 1

> COc1cc(C)c(Cl)c(C)c1S(=O)(=O)NCc1ccc2c(c1)OCO2
  Ec RNAP inh: 0.2	M1 antag: 0.618	HEK293 NFkB inh: 12.1	D1 allo mod: -0.0427	S1P3 agonist: -0.3	M1 ag: -0.203	Jurkat viability: 0.4	S1P1 ag pot: /	TNAP act mid DEA: 0.9

(continued)
SMILES	Ec RNAP inh	M1 antag	HEK293 NFkB inh	D1 allo mod	S1P3 agonist	M1 ag	Jurkat viability	S1P1 ag pot	TNAP act mid DEA
COc1ccccc1N1CCN(S(=O)(=O)c2c(C)ccc3nsnc23)CC1	5.0	-0.671	9.6	2.71	-0.3	2.01	-3.0	-5.4	1
NC(=O)c1ccccc1-c1nc(-c2ccccc2)no1	9.6	0.168	8.0	-0.126	-0.1	-0.0262	-7.3	-11.4	0.9
CCCCN(CC)S(=O)(=O)N1CCC(C(=O)NCc2ccc(F)cc2)CC1	2.5	-0.6	25.4	-0.809	0.3	-1.63	3.3	-5.1	1
O=c1c2ccccc2c2ccccc2c(=O)n1Cc1cccnc1	7.5	0.00822	16.8	2.78*	-1.0	-0.214	1.7	12.1	0.9
COc1ccc(C)cc1-n1nnnc1SCc1nc2ccccc2s1	5.0	-0.634	-1.1	-0.319	1.1	0.39	7.3	42.0	0.9
O=C(CSCCO)Nc1ccc(C2CCCCC2)cc1	7.3	-0.549	-1.2	-1.32	-0.6	-0.992	-4.2	12.4	0.9
Cc1cc(C)n(C(CC(=O)O)C(=O)O)n1 (configuration not stated)	1.9	0.238	17.3	-0.314	-1.1	0.613	3.6	-4.1	0.9
O=C(O)c1ccccc1C(=O)OCCCCOC(=O)c1ccccc1C(=O)O	4.1	-0.222	10.7	0.383	-0.9	-0.0547	1.9	-1.5	1
CCN1CCN(C(=O)c2ccc3c(=O)n(Cc4ccccc4OC)c(=S)[nH]c3c2)CC1	1.0	0.501	8.6	0.0783	/	-0.498	/	/	0.9
O=C(Nc1ccc(F)cc1F)c1cccnc1	1.0	-0.155	6.7	-0.731	-0.7	0.191	-2.6	-12.9	0.9
Cn1c(=O)[nH]c(=O)c2c1nc(NCCCO)n2Cc1ccc(F)cc1	12.7	-0.662	7.6	0.469	-0.5	-0.312	2.6	-21.6	0.9
CCOC(=O)CSc1nnc(-c2ccc(Cl)cc2Cl)o1	4.6	1.2	12.0	-1.49	-0.2	0.224	-0.3	-4.0	0.8
COc1cc2c(cc1OC)CN(C(=O)c1ccc(OC)c(S(=O)(=O)N3CCOCC3)c1)CC2	4.2	-0.836*	21.2	1.89	-0.2	-0.731	-3.2	-4.1	0.9
OCC1(c2cc(C(F)(F)F)n[nH]2)CCCCC1	-3.8	0.0956	16.0	0.173	/	0.172	/	/	0.9
O=C(NCc1cccnc1)C1CCCCN1S(=O)(=O)c1ccc(F)cc1 (configuration not stated)	6.7	-0.00417	14.3	/	0.9	-0.0381	-3.8	-3.8	1
CCOC(=O)N1CCC(NC(=O)c2cc(S(=O)(=O)N3CCOCC3)ccc2F)CC1	1.4	-0.0239	10.7	-0.303	0.2	1.06	12.2	-8.1	1
Cc1nnc(SCCCn2c(N3CCCCC3)nc3c2c(=O)[nH]c(=O)n3C)s1	1.2	0.197	13.9	/	-0.9	-0.0644	-0.5	-0.2	0.9
O=C(O)CCC(=O)Nc1ccc(Br)cn1	-2.2	-0.442	4.0	0.282	-0.5	0.378	-7.0	-14.3	0.9
CCN(CC)C(=O)c1cc2c(=O)n3ccccc3nc2s1	3.1	-0.0172	-1.7	0.815	0.1	0.39	-2.4	-26.0	0.9
CC(=O)c1ccc(N2CCN(C(=O)c3ccc(Br)cc3)CC2)c(F)c1	2.4	-0.635	8.5	-0.897	-1.0	-0.225	4.8	30.3	1
Cc1csc(SCC(=O)Nc2ccccn2)n1	3.1	0.195	1.8	0.679	-0.5	-0.779	-4.4	-24.2	1
Cc1ccnc2c(N3C(=O)C4C5C=CC(C5)C4C3=O)cccc12 (configuration not stated)	-0.9	0.542	13.2	1.83	-0.4	-0.472	-2.7	-15.1	0.9
COc1ccc(NC(=O)C2C3C=CC(C3)C2C(=O)NCc2ccco2)cc1 (configuration not stated)	8.2	0.101	10.3	0.465	-0.3	1.18	-2.0	-15.2	0.9
CCOC(=O)CSc1nnnn1-c1cc(OC)ccc1OC	-8.2	-0.116	11.7	/	-1.2	0.156	13.2	-5.2	0.9
c1ccc(N2CCN(Cc3ccnc4ccccc34)CC2)cc1	6.6	-1.24	16.3	-1.76	-1.8	-1.65	29.8	78.1*	0.8

Later entries
SMILES	Ec RNAP inh	M1 antag	HEK293 NFkB inh	D1 allo mod	S1P3 agonist	M1 ag	Jurkat viability	S1P1 ag pot	TNAP act mid DEA
COc1ccccc1-n1c(CNC(=O)COc2ccccc2)n[nH]c1=S	6.4	-0.204	14.1	0.386	/	-0.0274	/	/	1.1
CC(NC(=O)c1ccc(Cl)cc1)C(=O)NC1=NCCS1 (configuration not stated)	4.2	0.189	-5.9	/	-0.2	-0.209	-4.8	-9.6	0.9
CCOCCCNC(=O)C(NC(=O)c1ccccn1)c1ccc(C)cc1 (configuration not stated)	-11.5	-0.0462	10.4	-0.823	/	-0.225	/	/	1.1
CCCn1nc(C(=O)Nc2cc(C(=O)OC)ccc2C)c2ccccc2c1=O	6.4	0.221	14.9	0.901	-1.0	-0.101	-2.1	9.6	1
O=C(c1ccc(Br)o1)N(Cc1ccccc1)c1ccccn1	-11.2	0.408	/	/	/	0.312	/	/	0.8
O=C(CCCn1c(=S)[nH]c2cc3c(cc2c1=O)OCO3)N1CCN(c2ccccc2)CC1	-6.3	-0.619	14.2	0.029	/	3.15*	/	/	0.9
CC(=O)Nc1ccn(Cc2c(F)cccc2Cl)n1	2.7	-0.712	4.1	0.813	-0.9	0	-0.6	10.2	0.9
Cc1cccc(Nc2nc3c(c(=O)n(C)c(=O)n3C)n2CC(O)CO)c1 (configuration not stated)	7.8	-0.94	18.2	-0.186	-0.1	0.082	-3.6	17.3	0.9
Cc1cc(NC(=O)COc2ccc(Cl)cc2Cl)n(CCC#N)n1	4.4	-0.163	6.1	/	-0.4	-2.93*	14.9	3.5	0.9
COc1ccc(OCC(=O)Nc2ncc3c(n2)CC(C)(C)CC3=O)cc1	5.6	0.44	-1.9	/	-1.2	-0.0279	4.9	-25.3	0.9
CC(C)C(NC(=O)C12CC3CC(CC(C3)C1)C2)C(=O)O (configuration not stated)	7.7	-0.0515	-4.2	-0.0153	0.3	-1.26	-4.9	-0.5	1
O=C(O)C1CCN(C(=O)COc2ccc3c4c(c(=O)oc3c2)CCC4)CC1	3.1	0.177	11.4	-0.894	-0.7	-0.418	-5.7	-15.8	0.9
N/C(=N\c1nc2c(c(=O)[nH]1)CCCC2)Nc1ccccc1	3.2	-0.712	1.4	-0.302	-0.1	-0.504	-6.3	65.1*	1
O=C(Nc1nccs1)c1cnccn1	-5.1	/	6.6	/	0.0	/	9.0	-9.1	1
COc1ccc(/C=N/n2cc(-c3ccc(OC)cc3)nc2N)cc1	11.0	-0.165	22.2	0.0928	-0.2	-0.168	8.4	-3.9	0.7

Source: PubChem BioAssay (several laboratories)

Outcome played no part in choosing rows (roughly 12% active in at least one column).
